High-throughput results from PubChem.
PTHR1 ag: PTHR1 (human) receptor agonism | Q03431 | HEK293 GP2 PTHR1 cells, GloSensor cAMP luminescence, 1 h | Potency, µM (doses to about 115 µM), inactives show top-dose activation, usual class: activators | actives 0.075% (n = 410,000); note: potency is the fitted concentration of half-maximal effect; nearly all actives have a fitted effect of over 55% in size; some results filed as inactive show a strong effect at the top dose; inactives centre near -15; many of its hits are not listed in these tables
Target sequence (Q03431 whole entry, looked up): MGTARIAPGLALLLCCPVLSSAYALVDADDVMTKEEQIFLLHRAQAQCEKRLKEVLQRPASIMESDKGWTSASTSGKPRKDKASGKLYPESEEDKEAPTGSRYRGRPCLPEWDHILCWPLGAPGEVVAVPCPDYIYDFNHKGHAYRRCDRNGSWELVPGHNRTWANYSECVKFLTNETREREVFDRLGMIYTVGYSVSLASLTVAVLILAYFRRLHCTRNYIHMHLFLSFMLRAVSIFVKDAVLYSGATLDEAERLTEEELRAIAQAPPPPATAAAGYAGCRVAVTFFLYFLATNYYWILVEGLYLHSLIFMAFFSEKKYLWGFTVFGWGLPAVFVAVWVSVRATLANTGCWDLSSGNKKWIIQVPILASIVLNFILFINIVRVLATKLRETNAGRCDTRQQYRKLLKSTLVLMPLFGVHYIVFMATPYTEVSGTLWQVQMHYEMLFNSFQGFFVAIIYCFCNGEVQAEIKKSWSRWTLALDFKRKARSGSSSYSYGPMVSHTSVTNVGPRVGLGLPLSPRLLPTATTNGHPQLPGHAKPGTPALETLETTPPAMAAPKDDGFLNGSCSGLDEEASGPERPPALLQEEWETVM
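HEK-293-derived GP2 cells expressing PTHR1 and a GloSensor cAMP reporter, 3,000/well, plated overnight, given luciferin plus IBMX (each 0.5 mM as added) for 1 h at 37 °C, then compound for 1 h at 37 °C. Luminescence was read after 15 min at room temperature.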
TDP-43 yeast inh: TDP-43 toxicity inhibition in yeast; actives 1.8% (n = 410,000); Potency, µM (top dose mostly 46.1 µM), for inactives: at the highest dose growth rescue (activation), usual class: activators; TDP-43 expressing yeast growth rescue, BacTiter-Glo, 24 h; note: potency is the fitted concentration of half-maximal effect; % of control where 0% means no effect; nearly all actives have a fitted effect of over 50% in size
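Readout is BacTiter-Glo luminescence of cell growth, so inhibitors register as activators. TDP-43-expressing yeast at OD600=0.02 in galactose medium, after raffinose pregrowth to mid-log, were incubated with compound for 24 hr at 30 deg C.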
GLP-1R inv ag: GLP-1 receptor (human) inverse agonism; HEK293 GLP-1R CRE-luciferase, luminescence, 24 h; GLP-1R form is constitutively active; AID 624417; P43220; actives 1.6% (n = 410,000); Potency, µM (titrated, usually from 38.3 µM), without a hit: at the highest dose activity change, negative = inhibition, usual class: inhibitors; note: potency is the fitted concentration of half-maximal effect; % is set by controls: 0 for no effect and ±100 for the full control effect; nearly all actives have a fitted effect of over 55% in size
Target sequence (P43220 whole entry, looked up): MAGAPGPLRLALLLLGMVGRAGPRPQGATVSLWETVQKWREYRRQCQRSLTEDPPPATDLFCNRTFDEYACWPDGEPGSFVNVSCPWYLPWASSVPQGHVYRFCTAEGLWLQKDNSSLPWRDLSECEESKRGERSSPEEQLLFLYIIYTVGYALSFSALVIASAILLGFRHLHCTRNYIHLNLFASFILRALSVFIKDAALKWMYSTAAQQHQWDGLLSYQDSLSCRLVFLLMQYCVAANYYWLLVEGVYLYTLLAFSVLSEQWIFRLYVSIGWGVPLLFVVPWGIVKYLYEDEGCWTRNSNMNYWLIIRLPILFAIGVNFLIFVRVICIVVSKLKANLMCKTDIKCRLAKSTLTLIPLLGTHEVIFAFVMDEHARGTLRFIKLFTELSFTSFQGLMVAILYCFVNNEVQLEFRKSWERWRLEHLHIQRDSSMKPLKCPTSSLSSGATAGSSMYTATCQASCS
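Readout was luciferase luminescence, measured 12 min after detection reagent at room temperature. Beforehand, GLP-1R reporter HEK293 cells had sat 12 h, then received compounds for 24 hr at 37 deg C.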
Mm-Cpn inhibitor: blocks the Methanococcus maripaludis chaperonin Mm-Cpn. purified Mm-Cpn ATPase, ADP Transcreener TR-FRET. actives 0.031% (n = 330,000). Potency, µM (series often up to 76.9 µM), without a hit: at the highest dose activity, negative = inhibition, hits mostly inhibitors; note: potency is the fitted concentration of half-maximal effect; % is set by controls: 0 for no effect and ±100 for the full control effect; nearly all actives have a fitted effect of over 80% in size
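Quantitative HTS used 25 nM Mm-CPN and 10 uM ATP in magnesium/KCl Tris buffer, pH 7.4, with 1 mM DTT. Hydrolysis ran 30 min at 37°C; ADP was read by HTRF.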
Abeta yeast res: A-beta toxicity reversal in yeast; AID 1347071; Potency, µM (titrated, usually from 46.1 µM), without a hit: at the top dose growth rescue, actives largely listed as activators; actives 0.063% (n = 410,000); yeast expressing A-beta42, growth rescue, OD600, 48 h; response scale: 0% DMSO, 100% iron-clioquinol control; note: potency is the fitted concentration of half-maximal effect; nearly all actives have a fitted effect of over 55% in size
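Growth rescue measured by 600 nm absorbance after 48 h yeast culture at 30 C with compound. Values normalized between DMSO and an equimolar ferric chloride plus clioquinol control.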
HEK293 tox: cytotoxic in the GLP-1 receptor inverse agonist counter-screen. HEK293 cAMP-luciferase reporter cells, luminescence, 24 h. Potency, µM (doses to about 38.3 µM), without a hit: top-dose activity change, negative = inhibition, hits mostly inhibitors. actives 0.13% (n = 410,000). AID 624418;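 note: loss of luciferase light is scored as toxicity; potency is the fitted concentration of half-maximal effect; % is set by controls: 0 for no effect and ±100 for the full control effect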
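Luminescence readout: signal drop marks cytotoxicity. Plated cells grew 12 h at 37 °C, 5% CO2, received 23 nL compound for 24 h, then got luciferase reagent, read after 12 min at RT.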
aSyn rescue: alpha-synuclein toxicity inhibition in yeast; Yeast expressing alpha-synuclein, growth rescue, BacTiter-Glo, 24 h; Potency, µM (doses to about 46.1 µM), for inactives: at the top dose growth rescue (activation), most hits filed as activators; actives 0.14% (n = 370,000); note: potency is the fitted concentration of half-maximal effect; % of control where 0% means no effect; nearly all actives have a fitted effect of over 65% in size
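Rescue of yeast growth: cells expressing toxic alpha-synuclein, induced in galactose at OD600 0.02, incubated with compound 24 h at 30 C. ATP luminescence quantified growth; inhibitors of toxicity appear as activators.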
FUS yeast rescue: rescues growth of FUS-expressing yeast; S. cerevisiae FUS-expressing, growth rescue, OD600, 24 h; actives 0.24% (n = 390,000); Potency, µM (doses to about 76.6 µM), inactives show top-dose growth rescue (activation), most hits filed as activators;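 note: potency is the fitted concentration of half-maximal effect; plate controls were DMSO vehicle for no effect and reference control for full effect; nearly all actives have a fitted effect of over 55% in size; some results filed as inactive show a strong effect at the top dose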
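Yeast FUS proteinopathy model; galactose-induced FUS (2%), starting OD 0.005. Cpds in dilution series, 24hr, 30C, 99% humidity. Abs 600 nm growth. Pos ctrl CP55940 (top 92uM final); neg ctrl DMSO.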
pAkt inh: blocks phosphorylation of Akt. Neuro2A IGF-stimulated pAkt S473 HTRF, 20 min; stronger effect = lower value. activity change, % for hits at 50 µM. actives 0.32% (n = 360,000); in the data active = activity change below about -80%; inconclusive = mostly about -51% to -80%; note: % is set by controls: 0 for no effect and ±100 for the full control effect
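Single-point screen (50 µM final compound) in Neuro2A cells stimulated 20 min with 6 nM IGF at 37 deg C. After lysis, Ser473-phosphorylated Akt read by HTRF (ex 330 nm, em 615/665 nm) as the 665/615 ratio.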
The depositor's hits bear a star; i = inactive; ? = inconclusive; nt = not tested or not shown; [ ] = dose if it differs, or a comment. Unless noted, calls come from the whole dose curve; as a rule, active = well fitted curve in the direction sought with a large enough effect; inconclusive = small, poorly fitted or top-dose-only effect, or another doubt; inactive = no such curve, though single readings can be large; an effect the other way counts as inactive or inconclusive. The list is partial; rates above refer to the full screens.

SMILES,GLP-1R inv ag,Abeta yeast res,TDP-43 yeast inh,HEK293 tox,PTHR1 ag,aSyn rescue,FUS yeast rescue,Mm-Cpn inhibitor,pAkt inh
Cn1cnnc1SCC(=O)NC1CC1,13%,-1%,-3%,12%,i,-1%,nt,-1%,i
CN1C(=O)C(O)(CC(=O)/C=C/c2ccco2)c2cc(Br)ccc21 (configuration not stated),?,9%,4%,?,-9%,0%,?,4%,i
Cc1ccnc2nc(C(=O)OCCOc3cccc(Br)c3)nn12,1%,?,16µM*,92%[activator],11%[57.5 µM],-13%,7%,-1%,i
C#CCNC(=O)C1=C[C@@H](c2csc3ccccc23)C[C@@H](OCc2ccc(CO)cc2)O1,-27%,9%,25µM*,-6%,-20%,8%,28%,nt,i
CCCCn1c(SCC(=O)N2CCOCC2)nc2ccccc2c1=O,10%,-6%,-7%,-8%,i,2%,1%,?,i
CN(C(=O)c1ccc(NC(=O)Cc2cccc(NC(=O)C3CCN(C(=O)C4CC4)CC3)c2)cc1)C1CC1,13%,-4%,12%,1%,i,-1%,-8%,nt,i
CN1CCC(=O)N([C@H](CO)Cc2ccccc2)CC1,20%,3%,?,0%,i,-1%,-29%,-4%,i
Cc1cc(OCC(=O)NNC(=O)CCc2ccccc2)ccc1Br,-22%,4%,-1%,-1%,i,-9%,0%,0%,i
CN1CCN(C(=O)C2(NC(=O)Nc3ccccc3Cl)CCCCC2)CC1,11%,16%,1%,-11%,i,-2%,-9%,1%,nt
O=C(c1ccco1)c1n[nH]nc1-c1ccccc1,3%,2%,-6%,11%,-19%[57.5 µM],-4%,-5%,0%,i
CCC(C)c1ccc(OCC(=O)Nc2ccc(-c3nc4ncccc4o3)cc2)cc1 (configuration not stated),10%,-6%,13%,4%,-22%,nt,-3%,nt,nt
COc1ccc(-n2cnnc2SCC(=O)Nc2ccc(N3CCOCC3)cc2)cc1,-2%,-5%,16%,-13%,i,-5%,36%,-5%,i
Cc1ccc(-c2csc(NC(=O)CCCc3cccs3)n2)cc1,-28%,-7%,11%,4%,-19%,2%,3%,-3%,i
CCOC(=O)COc1nc(-c2ccc(C)cc2)cc(-c2ccco2)c1C#N,11%,-4%,14%,1%,i,-5%,10%,1%,i
O=C(Cn1nnc(-c2ccccc2NC(=O)c2ccccc2)n1)Nc1ccc2c(c1)OCCO2,17%,0%,?,5%,i,5%,12%,-5%,i
Cc1ccc(C)c(N2CCN(S(=O)(=O)c3ccc4c(c3)OCCO4)CC2)c1,?,1%,-3%,18%,-4%[57.5 µM],12%,18%,-1%,i
COc1ccc(CCNC(=O)c2cc3cccc(OC)c3oc2=O)cc1OC,26%,-4%,14%,-9%,-4%,-7%,-7%,-1%,i
O=[N+]([O-])c1ccc(/C=N/NS(=O)(=O)c2ccc(Cl)cc2)o1,-11%,-59%[inhibitor],?,-2%,i,9%,nt,0%,i
CC(C)(CO)N=C1NS(=O)(=O)c2cc([N+](=O)[O-])ccc21,6%,1%,6%,6%[1.53 µM],i,2%,-2%,4%,i
Cc1nnc(CN(C)Cc2cn[nH]c2-c2ccc(-c3ccccc3)cc2)o1,-6%,5%,1%,0%,i,-1%,8%,1%,i
CCCCN(C(=O)NC(=O)Nc1ccccc1OCC)S(C)(=O)=O,7%,15%,?,10%,-21%,-13%,9%,-1%,i
CC1CCCCN1C(=O)Cn1cnc2cc([N+](=O)[O-])ccc2c1=O (configuration not stated),10%,-9%,-16%,11%,-6%,17%,19%,2%,i
Cc1c(Cl)cccc1NC(=O)Cn1cc(C(=O)c2cccs2)c2ccccc21,?,-1%,23%,-18%,-36%[inhibitor],nt,-2%,nt,nt
CCOC(=O)c1c(CN2CCN(C)CC2)n(-c2ccccc2)c2cc(Br)c(O)cc12,?,6%,-8%,13%,i,0%,-18%,1%,i
CC(Sc1nncn1C)C(=O)Nc1nnc(-c2ccccc2)s1 (configuration not stated),2%,3%,0%,5%,i,0%,-11%,-1%,i

Next part, overlapping the part above by two compounds.
SMILES,GLP-1R inv ag,Abeta yeast res,TDP-43 yeast inh,HEK293 tox,PTHR1 ag,aSyn rescue,FUS yeast rescue,Mm-Cpn inhibitor,pAkt inh
CCOC(=O)c1c(CN2CCN(C)CC2)n(-c2ccccc2)c2cc(Br)c(O)cc12,?,6%,-8%,13%,i,0%,-18%,1%,i
CC(Sc1nncn1C)C(=O)Nc1nnc(-c2ccccc2)s1 (configuration not stated),2%,3%,0%,5%,i,0%,-11%,-1%,i
O=C(Nc1ccc(N2CCOCC2)cc1)C1CC(O)CN1S(=O)(=O)c1ccc(Cl)cc1 (configuration not stated),21%,-19%,8%,20%,-89%[inhibitor],-2%,-30%,1%,i
Cn1cc(C(=O)c2ccc(Cl)cc2Cl)cc1C(=O)N/N=C(\N)COc1ccc(Cl)cc1Cl,?,-20%,?,-21%,i,16%,32%,1%,i
Cc1ccc2c(c1)nnn2C1CCN(CC(=O)Nc2ccc(F)cc2)CC1,?,3%,0%,-1%,-11%,1%,7%,1%,i
O=C(Nc1ccc(F)cc1)c1ccc(-n2cncn2)c([N+](=O)[O-])c1,-8%,3%,-12%,?,-37%,0%,-4%,-4%,i
CCN(CC)c1ccc(CNc2ccc3c(c2)ncn3C(C)(C)C)cc1,?,8%,-10%,-7%,i,-1%,7%,-1%,i
COc1ccc(C2CC(=O)c3c([nH]c(C(=O)OC4CCC(C)CC4)c3C)C2)cc1OC (configuration not stated),-21%,-4%,7%,-9%,11%,nt,35%,nt,nt
COc1ccc(C(C)(C)C)cc1NC(=S)NCCN1CCOCC1,-12%,-8%,-4%,1%,i,2%,5%,4%,i
COc1ccc(NC(C)=O)cc1S(=O)(=O)NC(Cc1ccccc1)C(=O)O (configuration not stated),15%,0%,8%,4%,-71%[inhibitor],5%,-16%,1%,i
O=C1CSC(=NC2CCCCC2)N1,3%,-16%,?,18%,i,1%,14%,-1%,i
C[C@@H](C(=O)NCc1ccccn1)[C@@H]1C[C@@]1(C)[C@@H](NC(=O)OCc1ccccc1)c1ccccc1,-18%,-3%,12%,-8%,-14%,3%,10%,-1%,i
COc1ccc(C(=O)OC(C(=O)c2ccccc2)c2ccccc2)cc1 (configuration not stated),?,-19%,-19%,8%,-13%,24%,3%,-2%,i
CNc1nc(-c2ccc([N+](=O)[O-])cc2)cs1,31%[activator],12%,5%,7%,-25%,-3%,18%,1%,i
CCC1Oc2ccccc2N(CC(=O)NCCCN2CCN(Cc3ccccc3)CC2)C1=O (configuration not stated),0%,-5%,-6%,?,-9%[57.5 µM],2%,1%,1%,i
N#Cc1ccc(NC(=O)COCc2cc(-c3ccc(F)cc3)on2)cc1,-5%,7%,24%,2%,i,nt,0%,nt,nt
NC(=O)C1CCN(c2oc(/C=C/c3ccc(F)cc3)nc2S(=O)(=O)c2ccccc2)CC1,0%,-3%,4%,-19%,-26%,-11%,0%,3%,i
c1ccn(-c2ncnc3sc4c(c23)CCCC4)c1,11%,-25%,?,6%,-7%,-7%,-4%,-2%,i
O=S(=O)(NCC1CCN(S(=O)(=O)c2ccccc2)CC1)c1ccccc1,1%,27%,?,6%,-11%,2%,19%,0%,i
CNCCOc1ccccc1C(C)(C)C,0%,13%,-16%,-1%,-3%[57.5 µM],-7%,13%,-1%,i
O=C(CCc1c[nH]c2ccccc12)NCc1ccco1,11%,-5%,-8%,-6%,-1%,-4%,-6%,-7%[15.4 µM],i
O=C(NNS(=O)(=O)c1ccc([N+](=O)[O-])cc1)c1ccc([N+](=O)[O-])cc1,-6%,-20%,-11%,-21%,i,0%,-18%,0%,i
CCOC(=O)C1(C)C=C(Nc2cccc(C(=O)O)c2)C(=O)N1c1cccc(C(=O)O)c1 (configuration not stated),3%,-4%,0%,-5%,-13%,nt,-17%,nt,nt
COc1ccc(-n2ccnc2SCC(=O)NO)cc1,59%[activator],10%,-2%,-13%,i,-6%,-4%,-2%,i
COc1ccc(OC)c(C(c2nnnn2Cc2ccccc2)N2CCN(C3CCCCC3)CC2)c1 (configuration not stated),?,-3%,-35%[inhibitor],?,?,-10%,?,-4%,i
CCc1ccc2[nH]cc(C(=O)N3CCCCCC3)c(=O)c2c1,-4%,3%,-3%,14%,i,-3%,28%,1%,i
CCc1ccc2oc(=O)cc(CN3CCN(Cc4ccccc4)CC3)c2c1,-4%,-14%,-9%,-7%,i,-1%,-20%,2%,i
CC(C)C(=O)Nc1ccc(C(=O)N/N=C/C2CC3C=CC2C3)cc1 (configuration not stated),-3%,-17%,-4%[9.22 µM],7%,i,-12%,?,-1%,i
CCn1c(COc2cccc(C)c2)nnc1SCC(=O)NC1CCCC1,-8%,-20%,-17%,17%,i,1%,-9%,-1%,i
